TRHR enhancer: allosteric enhancers of human TRH receptor | TRHR cells, fluo-8 calcium fluorescence, EC20 TRH enhancement | P34981 | AID 493056 | enhancement, % at 2 µM | hit rate 0.66% among 360,000; in the data active = enhancement above about 30%; also: 0% is about no effect
Target sequence (P34981 whole entry, looked up): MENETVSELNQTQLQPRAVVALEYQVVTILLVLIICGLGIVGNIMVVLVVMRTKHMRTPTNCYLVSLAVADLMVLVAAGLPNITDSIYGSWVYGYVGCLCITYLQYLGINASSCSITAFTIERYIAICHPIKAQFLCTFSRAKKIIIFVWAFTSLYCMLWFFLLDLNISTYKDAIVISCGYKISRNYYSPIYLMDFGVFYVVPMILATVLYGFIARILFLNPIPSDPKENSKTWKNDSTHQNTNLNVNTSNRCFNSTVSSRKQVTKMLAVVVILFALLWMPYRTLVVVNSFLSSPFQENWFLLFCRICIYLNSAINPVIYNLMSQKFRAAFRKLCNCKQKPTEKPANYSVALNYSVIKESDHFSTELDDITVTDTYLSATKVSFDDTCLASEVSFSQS
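Enhancer read-out: after compound pinning and an initial kinetic agonist-mode read, an EC20 of TRH (10 nM final) was injected and fluo-8 calcium signal (Ex 480/Em 530) followed at 1 s/cycle for 100 cycles in TRHR-expressing cells.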
D2 PAM: positively modulates the human D2 dopamine receptor allosterically; P14416; hit rate 0.34% among 340,000; AID 485347; potentiation, % at 10 µM; HEK293 T-REx D2, calcium flux, EC20 dopamine potentiation;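 active = potentiation over 3 SD above the plate norm, cut at about 30% in these data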; also: 0% is about no effect
Target sequence (P14416 whole entry, looked up): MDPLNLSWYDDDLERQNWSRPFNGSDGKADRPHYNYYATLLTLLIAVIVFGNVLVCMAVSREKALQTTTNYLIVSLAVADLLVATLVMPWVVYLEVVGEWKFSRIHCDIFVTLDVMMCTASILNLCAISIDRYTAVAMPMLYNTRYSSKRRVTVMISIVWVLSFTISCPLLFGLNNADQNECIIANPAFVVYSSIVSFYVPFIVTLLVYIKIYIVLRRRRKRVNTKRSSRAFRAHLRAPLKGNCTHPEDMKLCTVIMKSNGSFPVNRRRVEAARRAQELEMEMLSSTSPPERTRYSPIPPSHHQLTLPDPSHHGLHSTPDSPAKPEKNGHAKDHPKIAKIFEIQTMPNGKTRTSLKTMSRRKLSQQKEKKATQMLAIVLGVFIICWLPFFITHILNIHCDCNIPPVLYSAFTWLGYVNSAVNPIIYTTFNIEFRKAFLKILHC
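Using a no-wash calcium dye in inducible, force-coupled HEK293 Trex cells expressing D2, we tracked fluorescence each second for 180 s after compound, then for 180 s after EC20 dopamine to detect augmented signalling.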
D1 antagonist: human D1 dopamine receptor antagonism. P21728. hit rate 3.2% among 360,000. AID 504652. HEK293 TREx D1 cells, calcium flux, dopamine EC80; stronger effect = lower value. activity change, negative = inhibition, % at 10 µM; in the data active = activity change below about -30%; also: % is scaled to controls: 0 for no effect and ±100 for the full control effect
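Calcium flux readout: force-coupled, inducible Hek293 Trex D1 line, cells induced overnight at 30 C with tetracycline, dye-loaded 30–90 min at RT. Antagonism scored against EC80 dopamine challenge given 180 s after compound.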
D2 agonist: agonists of human D2 dopamine receptor; HEK293 T-REx D2 cells, calcium flux agonist mode; activation, % at 2 µM; hit rate 0.53% among 340,000; AID 485358;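 active = activation over 3 SD above normal in the single-dose calcium agonist read, cut at about 30% in these data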; also: 0% is about no effect
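HEK293 Trex D2 cells, tetracycline-induced, o/n 30 C 5% CO2; no-wash Ca dye, RT 30–90 min; 10-cycle baseline, 23 nl cpd added, kinetic Ca read 180 s; agonist hits = positive Ca response.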
D2 antag: antagonists of human D2 dopamine receptor; P14416; HEK293 TREx D2 cells, calcium flux, dopamine EC80; inhibition, % at 10 µM; hit rate 2% among 340,000; AID 485344; in the data active = inhibition above about 30%; also: 0% is about no effect
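Dopamine at EC80 is the agonist stimulus; test compounds precede it by 180 s. Calcium flux read kinetically in a force-coupled, inducible HEK293 T-REx D2 cell line.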
TRHR agonist: activates the human TRH receptor; P34981; TRHR cells, calcium flux fluo-8, FDSS agonist mode; activation, % at 2 µM; hit rate 0.18% among 360,000; AID 493084; also: 0% is about no effect
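TRHR-expressing cells, plated overnight in medium with 10% serum, were loaded with fluo-8 calcium dye at room temperature. After a 10 s baseline, library compound was pin-added and calcium release was recorded kinetically (ex 480/em 530) as agonist response.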
D1 ag: agonists of human D1 dopamine receptor; HEK293 T-REx D1 cells, calcium flux, agonist mode; activation, % at 2 µM; hit rate 1% among 360,000; P21728; AID 504660; also: 0% is about no effect
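Inducible HEK293 T-REx D1 cells, force-coupled to calcium signalling, were plated at 4000 cells/well with tetracycline and held overnight at 30 C. After no-wash calcium dye loading, compound-evoked calcium rise over 180 s flagged agonists.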
RXFP1 antagonist: RXFP1 (human) relaxin receptor antagonism | HEK293-RXFP1, relaxin-stimulated cAMP HTRF, 30 min; stronger effect = lower value | AID 1259400 | activity change, negative = inhibition, % at 57.5 µM | hit rate 0.59% among 350,000 | Q9HBX9;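 active = activity change of -60% or lower, but not beyond a set lower limit; inconclusive = change between -60% and -40%, or beyond the set limit; inactive = change above -40%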; also: % is scaled to controls: 0 for no effect and ±100 for the full control effect
D1 potentiator: enhances dopamine response at the human D1 receptor; P21728; HEK293 TREx D1 cells, calcium flux, dopamine EC20 potentiation; potentiation, % at 10 µM; hit rate 0.036% among 360,000; in the data active = potentiation above about 30%; also: 0% is about no effect
* marks the source's active call; other numbers are inactive results; ? = inconclusive; . = no result given; & = joins results of further samples. Rule as the data show it, unless noted: active = activation above about 30%; inactive = the rest.

SMILES	TRHR enhancer	D2 PAM	D1 antagonist	D2 agonist	D2 antag	TRHR agonist	D1 ag	RXFP1 antagonist	D1 potentiator
CC1CCCCN1S(=O)(=O)c1ccc(C(=O)Nc2ccccc2-c2nc3ccccc3s2)cc1 (configuration not stated)	-1	3	9	-0.5	-5	-0.5	2	.	0
O=C(/C=C/c1ccccc1)N/C(=C/c1ccccc1)C(=O)Nc1cccc(C(=O)O)c1	2	0	-17	0.4	0	0.3	1	-1	-9
COc1ccc(C2C(C(=O)NCCN(C)C)c3cc(OC)c(OC)cc3C(=O)N2C)cc1OC (configuration not stated)	-5	-1	7	-0.4	-5	-0.7	3	8	-3
Cc1ccc(C(=O)Nc2cccnc2)cc1NC(=O)c1ccco1	-3	13	.	-0.2	2	0.0	-1	-2	0
O=C(NCCCNC(=O)c1ccco1)c1ccc(Cl)c(Cl)c1	2	-1	-7	-0.7	0	-0.3	0	-13	-3
O=C(NCCC(c1ccccc1)c1ccccc1)c1ccc(Br)o1	-3	-4	3	-1.1	-12	0.4	3	-25	-5
O=C(NCc1n[nH]c(=S)n1-c1ccc(F)cc1)c1ccc(S(=O)(=O)N2CCCC2)cc1	-1	-16	0	0.4	-19	0.7	1	24	-1
O=C1NCCCC1C(=O)N/N=C/c1cc([N+](=O)[O-])ccc1O (configuration not stated)	-1	8	13	0.7	1	0.7	1	10	1
CC(C)c1[nH]nc2c1C(c1ccc(OC(=O)c3ccco3)cc1)C(C#N)=C(N)O2 (configuration not stated)	5	4	23	0.0	4	0.2	1	-3	-5
Cc1ccc(-c2nc(C=Nc3ccc(O)cc3)c(O)o2)cc1	-5	.	2	.	.	-1.2	9	2	-4
COc1cc(C(=O)NCCC(C)C)ccc1OCc1ccc(Cl)cc1Cl	-2	5	4	1.5	3	-0.6	14	-7	-4
Cc1ccccc1COC(=O)c1ccc(-c2nnn(Cc3ccccc3F)n2)cc1	3	-5	-7	-0.6	.	2.8	5	-2	-6

Not a retest: six of the compounds above.
SMILES	TRHR enhancer	D2 PAM	D1 antagonist	D2 agonist	D2 antag	TRHR agonist	D1 ag	RXFP1 antagonist	D1 potentiator
O=C(NCc1n[nH]c(=S)n1-c1ccc(F)cc1)c1ccc(S(=O)(=O)N2CCCC2)cc1	-1	-16	0	0.4	-19	0.7	1	24	-1
O=C1NCCCC1C(=O)N/N=C/c1cc([N+](=O)[O-])ccc1O (configuration not stated)	-1	8	13	0.7	1	0.7	1	10	1
CC(C)c1[nH]nc2c1C(c1ccc(OC(=O)c3ccco3)cc1)C(C#N)=C(N)O2 (configuration not stated)	5	4	23	0.0	4	0.2	1	-3	-5
Cc1ccc(-c2nc(C=Nc3ccc(O)cc3)c(O)o2)cc1	-5	.	2	.	.	-1.2	9	2	-4
COc1cc(C(=O)NCCC(C)C)ccc1OCc1ccc(Cl)cc1Cl	-2	5	4	1.5	3	-0.6	14	-7	-4
Cc1ccccc1COC(=O)c1ccc(-c2nnn(Cc3ccccc3F)n2)cc1	3	-5	-7	-0.6	.	2.8	5	-2	-6

Next section:
SMILES	TRHR enhancer	D2 PAM	D1 antagonist	D2 agonist	D2 antag	TRHR agonist	D1 ag	RXFP1 antagonist	D1 potentiator
CC(=O)c1cccc(NC(=O)CCc2nnc3ccc(NCc4ccco4)nn23)c1	22	-6	4	-0.1	3	-0.2	1	-8	-2
Brc1ccc(-c2ccc(/C=N/Nc3nncc(-c4ccccc4)n3)o2)cc1	14	2	7	-0.1	-2	-0.1	1	1	-2
C=CCOC(=O)C1=C(C)OC(N)=C(C#N)C1c1ccc2c(c1)OCO2 (configuration not stated)	12	.	-1	0.2	10	-1.8	15	-8	-1
Cc1cc(=O)c2cccc(Br)c2[nH]1	0	-7	26	0.2	-3	0.4	1	11	-3
Cc1cc(C)c(CN2CCC(N3CCC(C(=O)NCC4CCCO4)CC3)CC2)cc1C (configuration not stated)	2	-5	10	0.3	4	0.1	1	4	-6
CC(=O)c1cc(CN2CCN(Cc3ccccc3)C(CCO)C2)cs1 (configuration not stated)	-1	-1	5	-0.3	4	-1.9	0	-14	-9
CC(C)CC1NC(=O)N(CC(=O)NC2CCCc3ccccc32)C1=O (configuration not stated)	-6	1	-36*	-0.5	6	-0.1	0	-1	-2
Oc1ccc(Nc2nc3ccccc3n3cnnc23)cc1	0	27	1	-0.2	.	0.0	-1	.	2
Cc1nnc(SCC2=C(C(=O)O)N3C(=O)C(NC(=O)COc4ccc(F)cc4)C3SC2)s1 (configuration not stated)	-1	3	0	-0.3	2	-2.5	3	10	1
O=C(Cn1c(=O)n(CCc2ccccc2)c(=O)c2cccnc21)Nc1ccc(F)cc1	-4	-2	-13	-0.2	.	-0.1	0	.	-5
Cc1cc(NC(=O)CCC(=O)N(c2ccccc2)C(C(=O)NCC2CCCO2)c2cccnc2)no1 (configuration not stated)	-5	-1	14	-0.1	-22	0.6	1	-1	-1
Cc1ccccc1NC(=O)CCn1cnc2onc(-c3ccc(F)cc3)c2c1=O	17	-3	-45*	0.2	.	-0.9	24	-1	-3
O=C(NCc1ccc(F)cc1)c1ccc2c(c1)nnn2C1CCCC1	-2	10	-19	1.0	.	-0.8	11	.	-2
O=C(c1ccncc1)N1CCc2ccccc2C1	6	-1	-11	1.2	-7	0.1	2	-12	2
Cc1ccc(S(=O)(=O)NC(=O)Nc2ncc3c(n2)CC(c2ccco2)CC3=O)cc1 (configuration not stated)	0	-1	3	0.4	3	0.2	2	-12	-8
O=C(COc1ccc(F)cc1)N1CCC(Cc2ccccc2)CC1	-1	5	-20	-1.2	-2	-0.4	7	-2	0
CCn1c2ccccc2c2cc(NC(=O)COC(=O)c3ccc(NC(=O)CC#N)cc3)ccc21	-6	8	-1	0.0	-15	0.4	1	-37	-1
O=C1CCCN1c1ccc(C(=O)N(Cc2nnc(-c3ccc(Cl)cc3)o2)C2CC2)cc1	-2	-7	7	-0.5	-3	-0.7	2	2	5
Brc1cccc(-c2nnc3n2CCC3)c1	-3	3	4	0.3	-19	-0.4	0	8	1
Cc1ccc(C)c(-c2ccc(=O)n(Cc3c(F)cccc3Cl)n2)c1	-8&-8	0&0	7&-2	0.5&0.5	-13	0.1&0.4	4&10	-32&-17	0&-1
CCN(CC(=O)NCCC1=CCCCC1)S(=O)(=O)c1ccccc1	-3	4	-17	-1.2	-1	-1.1	2	15	-7
COC(=O)c1nn(-c2ccccc2)c(Sc2ccc(OC)cc2)c1/C=N/O	-7	1	-9	-0.5	-5	0.4	1	-2	-2
Cc1cccc(-n2nc3c(c2NC(=O)c2ccc(S(=O)(=O)N4CCOCC4)cc2)CSC3)c1C	-7	13	-5	-1.2	4	-0.2	4	-4	-6
COc1cc(C(=O)NNC(=O)c2ccccc2OCc2c(C)noc2C)cc(OC)c1OC	-1	.	1	.	.	-0.2	0	-2	3
CCOc1cccc(C(=O)N(Cc2ccc(N(C)C)cc2)CC2CCCO2)c1 (configuration not stated)	-1	1	0	-0.4	.	-2.1	5	-16	0
COc1ccc2nc(C)cc(SCC(=O)N/N=C/c3ccccc3)c2c1	-7	-10	-22	-1.2	3	-0.6	1	-14	-8
CCOC(=O)C1(CCc2ccccc2)CCN(C(=O)C2CCOCC2)CC1	1	8	10	-0.9	-8	-4.0	0	-2	8
O=C1C(Cl)=C(NCCCO)C(=O)c2ccccc21	28	-3	0	0.8	13	-0.3	2	8	-5
CCN1C(=O)N[C@@H](c2ccc(Br)cc2)C(C(=O)OC)=C1C	3	3	16	-1.0	0	0.0	1	.	-4
COc1ccc2c(C(=O)CN3CCC(C)CC3)c[nH]c2c1	9	-11	-1	-0.7	-1	0.8	3	-8	0
CC(CC(=O)Nc1cc(C(F)(F)F)ccc1Cl)c1ccccc1 (configuration not stated)	-1	3	6	-2.7	-19	-0.6	5	4	3
Cc1ccccc1S(=O)(=O)/N=C(/Nc1c(C)n(C)n(-c2ccccc2)c1=O)c1ccccc1	4	6	-5	-0.5	-18	-0.8	1	-10	3
O=S(=O)(c1cccs1)n1cccn1	-7	13	1	1.4	10	0.6	2	3	-5
Cc1cccc(Sc2ccc([N+](=O)[O-])cc2[N+](=O)[O-])n1	2	-1	9	1.5	4	0.4	1	0	-4
COc1ccc(C(=O)NN/C(=N/S(=O)(=O)c2ccc(C)cc2)c2ccccc2)cc1	-1	8	-1	-0.1	-3	1.0	5	-12	0
Cc1ccc(NS(=O)(=O)c2ccc(C3CCCCC3)cc2)cc1	2	-1	-20	1.6	-6	0.7	19	-28	-8
Cc1nn2c(C)c(C(=O)N3CCN(c4ccccc4F)CC3)cnc2c1-c1ccc(F)cc1	-4	-9	-27	0.7	.	-0.4	1	-21	-6
NS(=O)(=O)c1ccc(CCNS(=O)(=O)c2cccc(C(=O)O)c2)cc1	-1	-6	6	0.1	18	1.0	3	4	-2
COc1cccc(OCCNC(=O)c2cc(OC)c(OC)c(OC)c2)c1	4	-3	-11	-0.1	10	-0.3	0	1	0
COc1ccc(C)cc1-n1cnnn1	6	-2	12	-0.1	-6	0.4	0	2	2
COc1ccc2cc(C(=O)NCCc3ccccc3)[nH]c2c1	-7	-6	-17	-1.0	14	-0.7	3	-2	-2
Cn1c(=O)c(C(=O)NC2CCCCCC2)c(O)c2ccccc21	12	.	32	.	.	0.6	7	-7	-1
NC(=O)c1c(NC(=O)C(=O)N2CCOCC2)sc2c1CCCC2	5	0	11	0.1	-37	-0.1	1	-1	5
O=C1NC(=Nc2ccccc2)SC1Cc1cccc(Cl)c1Cl (configuration not stated)	9	5	-3	0.1	-5	-0.2	0	-24	-4
CCC(=O)N1CCc2cc(S(=O)(=O)CCC(=O)NCc3ccccc3OC)ccc21	-1&6	9&-7	5&-14	-0.8&-0.9	0	-0.5&-0.4	1&-1	?	3&1
CCOC(=O)c1[nH]c(C)c(C(=O)NCCC2=CCCCC2)c1C	12	4	-15	-1.4	18	-0.3	1	-14	-5
CCc1ccccc1Nc1nn2c(=O)c3ccc(C(=O)NC4CCC(C)CC4)cc3nc2s1 (configuration not stated)	9	2	-1	-0.6	.	0.6	5	.	-2
COc1cccc(C2=NOC(C(=O)Nc3ccccc3SC)C2)c1 (configuration not stated)	-6	8	3	-0.9	-4	-0.3	2	0	-3
Cn1c(N)c(C(=O)COC(=O)c2ccc3c(c2)OCCO3)c(=O)n(C)c1=O	22	4	-4	1.0	-18	0.3	0	5	7
CCC(C)Sc1ccc(-c2nc3cnccn3c2NC2CCCCC2)cc1 (configuration not stated)	-3	-11	15	-1.8	0	1.1	4	.	1
CCOC(=O)c1cnc(N2CCN(c3ccc(OC)cc3)CC2)c2ccccc12	13	0	-26	0.2	.	0.2	2	-22	-1
CC(=O)Nc1c2c(nn1-c1ccc(C)cc1)CSC2	-9	1	14	-2.0	-14	-0.1	0	-7	1
COc1ccc(C(CNC(=O)c2ccc(NS(=O)(=O)c3ccc(F)c(C)c3)cc2)N(C)C)cc1 (configuration not stated)	4	-27	-3	-0.3	-1	1.4	1	-21	0

Screening results: PubChem BioAssay, National Center for Advancing Translational Sciences (NCATS)
